From PubChem BioAssay
PI4K2A block: inhibitors of human PI4K2A; AID 1346378; hit rate 0.13% among 420,000; Q9BTU6; purified PI4K2A, ADP-Glo luminescence, 1 h; active compounds read low; activity change, negative = inhibition, % at 76.9 µM; in the data active = activity change below about -50%; inconclusive = mostly about -30% to -49%;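 note: -100% = wells without enzyme as full effect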
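ADP-Glo luminescence measured ADP generated by PI4K2A enzyme (4 ug/mL before mixing) with 1.2 mM PI substrate (pre-mix) and 300 microM ATP (pre-mix). Tris pH7.5 buffer with MgCl2, Triton X-100; 1 h reaction at ambient temperature.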
rTrxR1 inhibitor: rat TrxR1 inhibition. recombinant rTrxR1, NADPH fluorescence consumption, selenite substrate. Potency, µM (titrated, usually from 114 µM), for the others: top-dose activity change, negative = inhibition, hits mostly inhibitors. hit rate 1% among 390,000. AID 588453; note: potency is the fitted concentration of half-maximal effect; % is set by controls: 0 for no effect and ±100 for the full control effect; nearly all actives have a fitted effect of over 65% in size
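Rat TrxR1 (90 nM in the dispensed reagent) was pre-reduced with 400 uM NADPH for 5 min at room temperature, then incubated with compound for 15 min. After 400 uM selenite was added, NADPH fluorescence (Ex 340/Em 450 nm) was followed for 8 min.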
Pin1 inhibitor: inhibitors of human Pin1; Pin1 FP peptide displacement, HiFluor488, 10 min; Potency, µM (top dose mostly 115 µM), inactives show at the top dose activity, negative = inhibition, actives largely listed as inhibitors; hit rate 0.009% among 390,000; active = well fitted inhibition curve with a large enough effect in the polarisation, with a control signal flat, not every such curve was filed as active; inconclusive = small, poorly fitted or top-dose-only effect, or effect the other way, or a change in a side signal; inactive = no such curve, though single readings can be large or run the other way; the % refers to the polarisation; note: potency is the fitted concentration of half-maximal effect; % is set by controls: 0 for no effect and ±100 for the full control effect
Target sequence (Q13526 whole entry, looked up): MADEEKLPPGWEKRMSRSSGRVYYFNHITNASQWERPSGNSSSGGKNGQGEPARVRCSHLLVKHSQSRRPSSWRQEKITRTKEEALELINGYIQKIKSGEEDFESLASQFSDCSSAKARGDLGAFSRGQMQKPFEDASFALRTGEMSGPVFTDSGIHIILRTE
USP1-UAF1 inh: USP1/UAF1 (human) deubiquitinase inhibition. O94782. recombinant USP1/UAF1, Ub-Rhodamine cleavage fluorescence. Potency, µM (highest dose often 57.1 µM), for the others: top-dose activity change, negative = inhibition, usual class: inhibitors. hit rate 0.23% among 390,000. AID 743255; note: potency is the fitted concentration of half-maximal effect; % is set by controls: 0 for no effect and ±100 for the full control effect; nearly all actives have a fitted effect of over 60% in size; inactives centre near -12
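USP1/UAF1 complex at 1 nM was preincubated with compound for 15 min at room temperature, then Ub-Rho substrate (150nM final) was added. Fluorescence (480/540 nm) was read kinetically, 6 reads every 60 seconds.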
HP1b binding inh: blocks HP1-beta chromodomain binding to methylated histone tails; Potency, µM (titrated, usually from 114 µM), without a hit: at the highest dose activity change, negative = inhibition, most hits filed as inhibitors; P83916; AlphaScreen HP1-beta / biotin-H3K9me3 peptide binding; hit rate 0.56% among 390,000; note: potency is the fitted concentration of half-maximal effect; nearly all actives have a fitted effect of over 70% in size; inactives centre near 23
Target sequence (P83916 whole entry, looked up): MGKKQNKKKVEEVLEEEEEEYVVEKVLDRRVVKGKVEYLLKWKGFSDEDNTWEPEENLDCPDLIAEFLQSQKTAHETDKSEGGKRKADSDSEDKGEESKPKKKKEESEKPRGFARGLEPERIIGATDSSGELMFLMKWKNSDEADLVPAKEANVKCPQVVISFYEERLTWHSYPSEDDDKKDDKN
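AlphaScreen: HP1-beta (50 nM) preformed 30 min with biotin-H3(1-18)K9me3 peptide (50 nM) in PBS pH 7.4, 0.01% Tween-20. Compound added for 30 min at RT, then streptavidin donor/nickel chelate acceptor beads (10 ug/mL) for 30 min.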
PGK inhibitor: inhibitors of T. brucei phosphoglycerate kinase; P07378; PGK/GAPDH coupled, Kinase-Glo luminescence, 60 min; Potency, µM (titrated, usually from 57.5 µM), for inactives: at the top dose activity change, negative = inhibition, usual class: inhibitors; hit rate 0.043% among 380,000; AID 602233; note: potency is the fitted concentration of half-maximal effect; % is set by controls: 0 for no effect and ±100 for the full control effect; nearly all actives have a fitted effect of over 60% in size
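Recombinant glycosomal PGK reaction used 1,3-bisphosphoglycerate generated in-well by GAPDH (100nM final) in 100mM TEA pH 7.6, 5mM MgCl2, 0.01% Tween-20. After 60 minutes at room temperature, ATP was read by Kinase-Glo Plus luminescence end-point.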
GLS inh: inhibitors of human glutaminase (GLS) | hit rate 0.21% among 410,000 | GLS enzymatic activity, qHTS titration | AID 624170 | O94925 | Potency, µM (doses to about 45.5 µM), without a hit: at the highest dose activity change, negative = inhibition, most hits filed as inhibitors; note: potency is the fitted concentration of half-maximal effect; % is set by controls: 0 for no effect and ±100 for the full control effect
Target sequence (O94925 whole entry, looked up): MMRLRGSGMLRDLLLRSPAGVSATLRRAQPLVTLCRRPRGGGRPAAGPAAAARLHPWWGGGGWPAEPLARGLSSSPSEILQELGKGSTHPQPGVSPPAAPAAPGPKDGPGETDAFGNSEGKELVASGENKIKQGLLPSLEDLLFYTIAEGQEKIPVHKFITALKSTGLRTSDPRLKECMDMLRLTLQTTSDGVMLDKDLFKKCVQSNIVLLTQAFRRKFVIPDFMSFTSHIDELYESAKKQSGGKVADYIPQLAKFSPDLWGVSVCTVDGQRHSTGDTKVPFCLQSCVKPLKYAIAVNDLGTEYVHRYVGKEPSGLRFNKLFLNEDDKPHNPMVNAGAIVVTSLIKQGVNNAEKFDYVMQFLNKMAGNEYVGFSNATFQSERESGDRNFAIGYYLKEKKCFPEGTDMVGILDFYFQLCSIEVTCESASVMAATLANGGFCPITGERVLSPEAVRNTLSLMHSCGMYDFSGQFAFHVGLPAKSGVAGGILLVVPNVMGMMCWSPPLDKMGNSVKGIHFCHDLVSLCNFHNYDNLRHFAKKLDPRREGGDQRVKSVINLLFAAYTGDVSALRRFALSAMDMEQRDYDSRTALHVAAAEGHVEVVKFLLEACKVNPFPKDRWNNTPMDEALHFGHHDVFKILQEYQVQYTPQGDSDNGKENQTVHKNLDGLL
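hKGA in 45 mM KH2PO4 (pH 8.2), 0.02% Tween-20 with compound, then 1mM L-Glutamine (stock as added) plus glutamate oxidase/HRP/Amplex red coupling mix. Fluorescence read initially and after 30 min at RT; signal change reflects glutamate formation.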
TrxR1 substrate: substrates of rat thioredoxin reductase 1. O89049. AID 588456. purified TrxR1 substrate turnover, NADPH consumption readout. hit rate 0.01% among 390,000. Potency, µM (titrated, usually from 114 µM), without a hit: at the highest dose activity change, negative = substrate turnover; note: potency is the fitted concentration of half-maximal effect; % is set by controls: 0 for no effect and ±100 for the full control effect; nearly all actives have a fitted effect of over 50% in size
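Rat TrxR1, dispensed at 90 nM, was prereduced with 400 uM NADPH (final) for 5 min at ~22 deg C, then incubated with compound 15 min before 400 uM selenite. A first-read NADPH fluorescence drop versus no-compound background flagged substrates.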
IDH1 R132H inh: blocks human mutant IDH1 R132H enzyme; hit rate 0.093% among 390,000; Potency, µM (top dose mostly 76.6 µM), inactives show top-dose activity change, negative = inhibition, actives largely listed as inhibitors; IDH1-R132H enzyme, NADPH consumption, diaphorase/resazurin fluorescence; O75874; note: potency is the fitted concentration of half-maximal effect; % is set by controls: 0 for no effect and ±100 for the full control effect; nearly all actives have a fitted effect of over 65% in size
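IDH1-R132H (0.5 ug/mL) preincubated 30 min with compound, then NADPH (0.016 mM) and alpha-KG (2 mM) added; 80 min at RT, pH 7.5. Remaining NADPH coupled via diaphorase/resazurin to fluorescence (540/590 nm); concentration-response curves normalized to no-enzyme control.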
* marks the source's active call; other numbers are inactive results; [ ] = remark or other dose. Unless noted, calls come from the whole dose curve; as a rule, active = well fitted curve in the direction sought with a large enough effect; inconclusive = small, poorly fitted or top-dose-only effect, or another doubt; inactive = no such curve, though single readings can be large; an effect the other way counts as inactive or inconclusive. Only part of the results is shown (hit frequency here may not be typical).

What do the screens show for `CCOC(=O)C1=C(C)c2ccccc2OC1(CC)C(=O)OCC` (centres undefined)?
PI4K2A block: -1.0; rTrxR1 inhibitor: -5.2%; Pin1 inhibitor: -0.1%; USP1-UAF1 inh: inconclusive; HP1b binding inh: 110.6%[activator]; PGK inhibitor: -7.8%; GLS inh: -7.0%; TrxR1 substrate: -3.0%; IDH1 R132H inh: 17.7%

What do the screens show for `COCc1[nH]nc2c1C(c1ccnc3ccccc13)C(C#N)=C(N)O2` (centres undefined)?
PI4K2A block: -1.0; rTrxR1 inhibitor: -2.0%; Pin1 inhibitor: 0.7%; USP1-UAF1 inh: -5.1%; HP1b binding inh: 29.7%; PGK inhibitor: -5.7%; GLS inh: 24.7%; TrxR1 substrate: -0.7%; IDH1 R132H inh: 2.6%

Results for CCOc1ccccc1N1CCN(C(=S)NC(=O)C23CC4CC(CC(C4)C2)C3)CC1 ?
PI4K2A block: -2.9; rTrxR1 inhibitor: -2.2%; Pin1 inhibitor: -5.0%; USP1-UAF1 inh: -23.4%; HP1b binding inh: 3.3%; PGK inhibitor: -0.5%; GLS inh: -0.1%; TrxR1 substrate: -7.2%; IDH1 R132H inh: 0.0%

Results for C[C@@H]1NC(=O)c2cc([N+](=O)[O-])cc(I)c2NCC[C@@H](C(N)=O)NC(=O)[C@H](CC(N)=O)NC1=O ?
PI4K2A block: -3.9; rTrxR1 inhibitor: -8.3%[57.1 µM]; Pin1 inhibitor: -3.3%; USP1-UAF1 inh: -24.0%; HP1b binding inh: 22.6%; PGK inhibitor: -7.0%; GLS inh: 0.4%; TrxR1 substrate: 8.1%[57.1 µM]; IDH1 R132H inh: 6.2%

Results for COc1cccc(CN(C)C(=O)c2cc(-c3ccc(OC)c(OC)c3)nc3ccccc23)c1 ?
PI4K2A block: 2.0; rTrxR1 inhibitor: 69.3%[activator]; Pin1 inhibitor: 1.4%; USP1-UAF1 inh: -3.1%; HP1b binding inh: 42.9%[activator]; PGK inhibitor: 0.4%; GLS inh: 6.7%; TrxR1 substrate: 74.0%[activator]; IDH1 R132H inh: 3.3%

What do the screens show for `COc1cc(C(=O)NCCc2sc(-c3cccc(F)c3)nc2C)cc(OC)c1OC`?
PI4K2A block: -0.3; rTrxR1 inhibitor: 13.7%[57.1 µM]; Pin1 inhibitor: 2.1%; USP1-UAF1 inh: -20.3%; HP1b binding inh: 25.8%[57 µM]; PGK inhibitor: -2.9%; GLS inh: 2.6%; TrxR1 substrate: 6.5%[57.1 µM]; IDH1 R132H inh: 17.6%

Results for Cc1ccc2c(=O)c(C(=O)c3ccc(F)cc3)cn(CC(=O)NCc3ccccc3Cl)c2n1 ?
PI4K2A block: 2.5; rTrxR1 inhibitor: 33.3%; Pin1 inhibitor: 48.2%[activator]; USP1-UAF1 inh: 1.5%; HP1b binding inh: 55.3%[activator]; PGK inhibitor: -0.9%; GLS inh: 4.2%; TrxR1 substrate: 5.6%; IDH1 R132H inh: 2.2%

How did COc1cccc(OC)c1C(=O)Nc1ccc(N2CCN(C(=O)c3ccco3)CC2)cc1 do in these assays?
PI4K2A block: -7.0; rTrxR1 inhibitor: 25.0%[57.1 µM]; Pin1 inhibitor: 6.2%; USP1-UAF1 inh: -8.3%; HP1b binding inh: -6.7%; PGK inhibitor: 5.9%; GLS inh: -8.5%; TrxR1 substrate: 13.3%[57.1 µM]; IDH1 R132H inh: 4.4%

How did CCC(=O)NNc1ncnc2c1cnn2C do in these assays?
PI4K2A block: 1.0; rTrxR1 inhibitor: 17.5%; Pin1 inhibitor: -12.9%; USP1-UAF1 inh: -8.0%; HP1b binding inh: 0.6%; PGK inhibitor: inactive; GLS inh: 0.0%; TrxR1 substrate: -0.2%[57.1 µM]; IDH1 R132H inh: -3.7%

Results for Cc1cc(C)cc(NC(=O)CSc2nc(N)c(NC(=O)c3ccc(Br)o3)c(=O)[nH]2)c1 ?
PI4K2A block: -1.3; rTrxR1 inhibitor: -2.8%; Pin1 inhibitor: 8.7%; USP1-UAF1 inh: -10.7%; HP1b binding inh: 27.0%; PGK inhibitor: -9.5%; GLS inh: 0.9%; TrxR1 substrate: -1.4%; IDH1 R132H inh: 1.4%

Results for CC(=O)C1=C(c2ccccc2)NC(=S)NC1c1cc(Cl)c(OC(C)C)c(Cl)c1 (centres undefined) ?
PI4K2A block: -3.8; rTrxR1 inhibitor: -12.4%; Pin1 inhibitor: -2.7%; USP1-UAF1 inh: -18.5%; HP1b binding inh: inconclusive; PGK inhibitor: -2.2%; GLS inh: -5.9%; TrxR1 substrate: -9.7%; IDH1 R132H inh: -4.8%

What do the screens show for `O=C(c1cc2c(s1)CCC2)N1C(=O)c2ccccc2S1(=O)=O`?
PI4K2A block: 1.5; rTrxR1 inhibitor: 0.5%; Pin1 inhibitor: -0.5%; USP1-UAF1 inh: -26.6%; HP1b binding inh: 21.4%; PGK inhibitor: -8.5%; GLS inh: -6.5%; TrxR1 substrate: -1.8%; IDH1 R132H inh: -0.5%

Results for CCSc1nc2ccccc2n1Cc1cccc([N+](=O)[O-])c1 ?
PI4K2A block: 3.5; rTrxR1 inhibitor: -1.5%; Pin1 inhibitor: 2.7%; USP1-UAF1 inh: -6.3%; HP1b binding inh: -0.1%; PGK inhibitor: -1.3%; GLS inh: -10.9%; TrxR1 substrate: -6.4%; IDH1 R132H inh: -1.6%

What do the screens show for `COc1ccc(C(=O)OCC(=O)N2CCN(S(=O)(=O)c3ccc(C)cc3)CC2)cc1[N+](=O)[O-]`?
PI4K2A block: -7.2; rTrxR1 inhibitor: 13.2%; Pin1 inhibitor: 1.7%; USP1-UAF1 inh: -15.8%; HP1b binding inh: 31.4%; PGK inhibitor: -9.2%; GLS inh: 3.2%; TrxR1 substrate: 3.6%; IDH1 R132H inh: 7.4%

What do the screens show for `Cc1cc(C)cc(-n2c(C)cc(/C=N/NC(=O)c3ccncc3)c2C)c1`?
PI4K2A block: -7.6; rTrxR1 inhibitor: -24.2%; Pin1 inhibitor: 3.9%; USP1-UAF1 inh: -22.2%; HP1b binding inh: 10.3%; PGK inhibitor: -0.2%; GLS inh: 0.4%; TrxR1 substrate: -2.2%; IDH1 R132H inh: 0.0%

Results for CCCC(=O)Nc1cc(-c2nc3ncccc3o2)ccc1C ?
PI4K2A block: 1.7; rTrxR1 inhibitor: -3.6%; Pin1 inhibitor: 1.1%; USP1-UAF1 inh: -27.4%; HP1b binding inh: 32.8%; PGK inhibitor: -6.0%; GLS inh: -4.5%; TrxR1 substrate: 137.2%[activator]; IDH1 R132H inh: 9.3%

How did COC(=O)c1ccc(NC(=S)NCCc2ccccc2)cc1 do in these assays?
PI4K2A block: 9.4; rTrxR1 inhibitor: -13.1%; Pin1 inhibitor: -4.6%; USP1-UAF1 inh: -9.6%; HP1b binding inh: 26.6%; PGK inhibitor: -4.4%; GLS inh: 7.6%; TrxR1 substrate: -14.1%; IDH1 R132H inh: 6.9%

What do the screens show for `c1ccc(-c2cnc(-c3ccccn3)nn2)cc1`?
PI4K2A block: inconclusive; rTrxR1 inhibitor: 3.0%; Pin1 inhibitor: -2.0%; USP1-UAF1 inh: -21.0%; HP1b binding inh: 26.7%; PGK inhibitor: -22.5%; GLS inh: 16.0%; TrxR1 substrate: -3.1%; IDH1 R132H inh: -8.2%

How did Cn1cnnc1SCC(=O)NCCc1ccc(Cl)cc1Cl do in these assays?
PI4K2A block: 3.6; rTrxR1 inhibitor: 20.0%; Pin1 inhibitor: 7.1%; USP1-UAF1 inh: -22.7%; HP1b binding inh: 43.2%[activator]; PGK inhibitor: -7.2%; GLS inh: -6.6%; TrxR1 substrate: -0.6%; IDH1 R132H inh: 15.3%

What do the screens show for `Cc1ccnc(NC(=O)CCNC(=O)c2ccc(Br)cc2)c1`?
PI4K2A block: 1.4; USP1-UAF1 inh: -25.7%; PGK inhibitor: -7.9%; GLS inh: -0.4%; IDH1 R132H inh: 6.5%

How did COc1ccc(-c2cc(=Nc3ccc(C)cc3)c3ccccc3o2)cc1 do in these assays?
PI4K2A block: 3.2; rTrxR1 inhibitor: 22.7%[57.1 µM]; Pin1 inhibitor: -0.5%; USP1-UAF1 inh: -15.9%; HP1b binding inh: inconclusive; PGK inhibitor: 3.8%; GLS inh: 8.9%; TrxR1 substrate: -5.1%[57.1 µM]; IDH1 R132H inh: 18.8%

Results for COc1cc(OC)c(NC(=O)N2CCC(CN3CCCC3)CC2)cc1Cl ?
PI4K2A block: 2.7; rTrxR1 inhibitor: 5.5%; Pin1 inhibitor: 4.1%; USP1-UAF1 inh: 12.6%; HP1b binding inh: 19.0%; PGK inhibitor: 3.2%; GLS inh: 4.5%; TrxR1 substrate: 1.8%; IDH1 R132H inh: -7.4%

How did CC(C)=CCN1CCC(n2nccc2NC(=O)c2ccccc2Cl)CC1 do in these assays?
PI4K2A block: -4.3; rTrxR1 inhibitor: 17.3%; Pin1 inhibitor: -1.2%; USP1-UAF1 inh: -17.3%; HP1b binding inh: 48.3%[activator]; PGK inhibitor: -4.1%; GLS inh: -3.1%; TrxR1 substrate: 6.9%; IDH1 R132H inh: 1.9%

Results for C=C1CCC[C@]2(C)C[C@H]3OC(=O)C(CNCC(OC)OC)[C@H]3CC12 (some centres undefined) ?
PI4K2A block: -0.3; rTrxR1 inhibitor: -3.2%; Pin1 inhibitor: 0.2%; USP1-UAF1 inh: -12.8%; HP1b binding inh: -10.7%; PGK inhibitor: -2.2%; GLS inh: -7.2%; TrxR1 substrate: -0.7%; IDH1 R132H inh: 0.9%
